TNF necrop inh – inhibitors of TNF-alpha induced necroptosis in Jurkat FADD-/- cells | activation (protection from cell death), % at 10 µM | Jurkat FADD-/- TNF necroptosis rescue, ATP luminescence, 24 h; 0 = TNF only, 100 = no-TNF cells | AID 463075 | 0.068% of 220,000 active;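 active = activation, meaning protection from cell death, of at least 50% relative to plate controls; inactive = activation below 50%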;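 note: necroptosis triggered by 40 ng/mL TNF-alpha added together with compound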
thrombin 1536 – blocks human thrombin protease activity. alpha-thrombin, Boc-VPR-AMC fluorogenic substrate cleavage. inhibition, % at 5 µM. 0.26% of 220,000 active. AID 1046;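 active = inhibition at or above 40%; inactive = inhibition below 40%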;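 note: 0% = enzyme with no compound and 100% = wells without enzyme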
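Test system: human alpha-thrombin; medium: pH 7.5 Tris-saline with Tween 20; times: reaction at room temperature; signal: AMC fluorescence at 355 nm excitation and 460 nm emission; also added: Boc-VPR-AMC substrate, 15 µM final; dosing: one concentration per compound, 5 µM, with 0.2% DMSO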
Hck Nef HTS – blocks Nef-activated human Hck kinase | inhibition, % at 20 µM | Recombinant Hck-YEEI plus Nef, Z-Lyte FRET kinase assay | AID 463187 | 0.68% of 220,000 active | P08631;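 active = Hck-Nef kinase inhibition above about 50%, limit read from the data; inactive = inhibition below that limit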;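 note: 0% = DMSO with Hck plus Nef and 100% = Hck alone without Nef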
L929 necroptosis – L929 zVAD cell death inhibition. L929 zVAD necroptosis rescue, ATP luminescence, 24 h; with zVAD 60 µM. viability rescue, % at 10 µM. 0.38% of 220,000 active. AID 1377;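 active = activation, scaled between plate controls, above about 75%, limit read from the data; inactive = activation under that limit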;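 note: 0% = zVAD with DMSO and 100% = DMSO alone without zVAD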
Rad51 HR inh – Rad51 (human) homologous recombination inhibition; Q06609; hRad51 DNA strand exchange, fluorescence dequenching; inhibition, % at 10 µM; 0.085% of 200,000 active;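 active = inhibition above 40% at the single screening dose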;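 note: 0% = DMSO control wells and 100% = blanks with heterologous ssDNA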
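System: human Rad51 nucleoprotein filaments preassembled on unlabelled ssDNA. Reagent: labelled 47-mer dsDNA for strand exchange. Schedule: 30-min compound preincubation and 15-min exchange, both room temperature. Measured by: FRET fluorescence dequenching, excitation 485 nm, emission 520 nm. Read-out: Fluorescence-based percent inhibition, control- and blank-normalised. Benchmarks: plate controls and plate blanks.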
FXIIa inh 1536 – blocks human coagulation factor XIIa protease activity | inhibition, % at 5 µM | purified FXIIa, Boc-QGR-AMC fluorogenic substrate, 2 h | 0.3% of 220,000 active | P00748 | AID 800; in the data active = inhibition above about 40%;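 note: 0% = enzyme with no compound and 100% = blank without enzyme; many of its hits are not listed in these tables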
KCC2 mod – modulates chloride dependent transport by human KCC2; KCC2 cells, thallium flux FluoZin-2 fluorescence; AID 1456; 2.2% of 190,000 active; B-score of Tl+ flux slope (higher = more flux/activation; lower = inhibition) at 10 µM;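 active = thallium flux slope and its plate-corrected score both differing from the plate sample mean at a set confidence after two filtering rounds, in either direction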;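 note: slope of fluorescence scaled to starting intensity during 10 to 20 s after thallium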
FXIa inh 1536 – inhibitors of human coagulation factor XIa | inhibition, % at 5 µM | 0.14% of 220,000 active | P03951 | purified FXIa, Boc-Glu-Ala-Arg-AMC fluorogenic substrate | AID 798;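 active = inhibition of at least 40%; inactive = inhibition below 40%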;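 note: fluorescence of freed AMC excited at 355 nm; 0% = enzyme without compound and 100% = no enzyme blank; many of its hits are not listed in these tables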
Target sequence (P03951 19-387 limits assumed): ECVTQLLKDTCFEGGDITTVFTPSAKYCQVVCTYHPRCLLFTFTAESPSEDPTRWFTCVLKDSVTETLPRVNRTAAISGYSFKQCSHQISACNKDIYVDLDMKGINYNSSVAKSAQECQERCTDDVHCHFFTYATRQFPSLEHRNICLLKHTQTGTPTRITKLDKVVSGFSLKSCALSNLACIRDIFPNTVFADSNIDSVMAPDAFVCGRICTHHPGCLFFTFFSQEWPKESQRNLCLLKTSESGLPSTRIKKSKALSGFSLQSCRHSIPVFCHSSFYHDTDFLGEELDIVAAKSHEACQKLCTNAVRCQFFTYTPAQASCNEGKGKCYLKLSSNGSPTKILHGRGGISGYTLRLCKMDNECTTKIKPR
Target sequence (P03951 388-625 limits assumed): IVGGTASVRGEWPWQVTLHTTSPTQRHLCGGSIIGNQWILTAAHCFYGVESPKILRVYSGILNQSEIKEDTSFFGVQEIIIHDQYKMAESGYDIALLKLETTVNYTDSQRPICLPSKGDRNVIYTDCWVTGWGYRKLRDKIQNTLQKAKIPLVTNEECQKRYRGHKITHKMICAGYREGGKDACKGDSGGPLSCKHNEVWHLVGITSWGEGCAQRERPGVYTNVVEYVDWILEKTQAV
hK5 inh – blocks human kallikrein 5 protease activity; Q9Y337; recombinant hK5, fluorogenic AMC substrate cleavage; inhibition, % at 5 µM; 0.59% of 210,000 active;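 active = inhibition of 40% or more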;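 note: 0% = enzyme controls without compound and 100% = no-enzyme blanks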
Target sequence (Q9Y337 67-293 limits assumed): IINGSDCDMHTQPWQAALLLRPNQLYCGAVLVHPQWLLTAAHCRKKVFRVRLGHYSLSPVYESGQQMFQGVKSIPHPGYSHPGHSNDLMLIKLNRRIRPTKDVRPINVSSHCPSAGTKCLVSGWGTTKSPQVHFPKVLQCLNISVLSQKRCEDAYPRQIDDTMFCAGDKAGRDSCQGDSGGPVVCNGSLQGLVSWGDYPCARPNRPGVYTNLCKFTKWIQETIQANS
Numbers without * were called inactive; . = not tested or not shown. Only part of the results is shown, so the mix of outcomes need not match the whole.

SMILES	TNF necrop inh	thrombin 1536	Hck Nef HTS	L929 necroptosis	Rad51 HR inh	FXIIa inh 1536	KCC2 mod	FXIa inh 1536	hK5 inh
COc1ccc(CC(=O)N2CCC(c3ccccc3)C2)cc1 (stereo not drawn)	0.8	-3	9	3.0	4	6	-0.77	-3	-1
CSc1ncccc1C(=O)Nc1ccc(S(=O)(=O)NC2=NCCCCC2)cc1	0.3	3	1	-0.5	14	13	1.8	4	4
CCOC(=O)c1cc([N+](=O)[O-])sc1NC(=O)CC	-0.5	0	-3	1.6	0	8	-1.4	-2	2
Cc1ccc(-n2nnnc2-c2cnn(-c3ccc(F)cc3)c2C(F)(F)F)cc1	-1.1	-1	-2	0.2	1	9	1.1	-2	-6
O=C1NCC2=C1C(c1ccccc1)Nc1ccccc1N2 (stereo not drawn)	0.1	0	2	-0.2	-8	9	.	2	1
Cc1nn(C(=O)c2cccnc2)c(C)c1Sc1ccc(Br)cc1	-4.9	-2	2	0.0	6	7	.	-5	14
CCCCC(=O)Nc1ccc(NC(=O)c2cc(OC)c(OC)c(OC)c2)cn1	0.6	1	0	0.2	-6	6	0.079	-2	-17
O=C(C[n+]1cccc(NC(=O)c2ccccc2)c1)c1cccc([N+](=O)[O-])c1	2.5	-31	16	2.6	3	5	-0.06	-7	-3
CSc1nc(C)cc(OCNC(=O)c2cccs2)n1	1.1	-1	5	0.0	.	5	.	12	3
CCc1ccccc1NC(=S)N(Cc1cccc(C)c1)c1cccnc1	1.6	-1	20	0.8	25	25	-0.041	12	0
CC(C)(C)c1ccc(Oc2ccc(N)cc2)cc1	-9.8	0	4	0.1	8	17	1.1	9	-10
O=C(O)c1cc(-c2ccco2)nc2cc3ccccc3cc12	-0.2	-2	35	-0.3	-22	3	-2.4	-8	8
c1ccc(-c2cnnc(SCc3cn4cccnc4n3)n2)cc1	0.7	0	-3	1.1	-9	22	1.3	18	24
COc1cc(/C=N/NC(=O)C(C)Nc2n[nH]c(=O)[nH]c2=O)ccc1O (stereo not drawn)	-0.5	0	1	2.6	4	11	0.035	5	-4
c1coc(CSCc2cn3cccnc3n2)c1	2.6	-3	2	1.4	3	12	0.93	-4	-15
COc1ccc(/C=N/n2cnnc2SCc2ccc(OC)cc2)cc1	0.4	-3	-1	0.3	4	16	0.036	6	5
COc1ccc(CCNC(=O)C2CC(c3cc(C(F)(F)F)cc(C(F)(F)F)c3)=NO2)cc1 (stereo not drawn)	0.6	33	12	-0.3	3	27	-0.1	21	16
OC(CN1CCN(c2ccccn2)CC1)Cn1c2ccccc2c2ccccc21 (stereo not drawn)	0.0	-5	1	0.4	-2	16	-0.77	1	-15
CCOC(=O)c1ccc(N2CCN(c3ccccc3F)CC2)c(NC(=O)Nc2cccc(OC)c2)c1	0.2	-8	-3	2.3	.	0	0.036	-9	-15
COc1ccc(CCNC(=O)CSc2ccc(-c3ccco3)nn2)cc1OC	0.4	-13	9	0.2	4	0	1.2	-6	-7
c1ccc(OCc2noc(CN3CC[C@@H]4CCCC[C@H]4C3)n2)cc1	1.7	-6	20	15	10	9	-2	-1	3
Cc1c(NS(C)(=O)=O)cccc1-c1nc2cccnc2s1	-0.6	-1	13	1.1	.	8	0.22	2	1
CSC1=NC2(CCCCC2)C2=C(CCCC2)N1	-0.8	-1	2	-1.1	2	6	0	-1	-15
COc1ccc(-c2csc(Nc3cccnc3)n2)cc1OC	-1.5	-15	-1	0.6	4	-9	-0.62	-3	-2
O=C(Cc1cccc2ccccc12)N/N=C/c1ccc(Sc2cccc3cccnc23)o1	-6.6	-2	-22	-0.1	.	13	10*	3	3
(more compounds)
SMILES	TNF necrop inh	thrombin 1536	Hck Nef HTS	L929 necroptosis	Rad51 HR inh	FXIIa inh 1536	KCC2 mod	FXIa inh 1536	hK5 inh
O=C(Nc1ccc(NC(=O)C2CC2)cn1)c1ccccc1Cl	0.8	2	1	0.3	5	16	-1.3	8	-18
COc1ccc(Nc2nc(NCCCN3CCOCC3)nc(N)c2[N+](=O)[O-])cc1	1.7	1	17	0.2	13	10	0.11	1	-6
Cc1cccn2cc(CNC(=O)c3ccco3)nc12	-2.8	-4	-1	0.0	1	0	.	-8	4
COc1ccc(C(C(=O)NCC2CCCO2)N(C(=O)CNC(=O)c2cccs2)c2ccc(NC(C)=O)cc2)cc1OC (stereo not drawn)	0.2	-3	11	0.2	.	10	-0.36	2	.
Cc1ccc2cc(C#N)c(SCC(=O)N3CCCC3)nc2c1	1.7	0	21	-0.1	-17	10	0.02	3	3
CCCOC(=O)c1ccc(Oc2cn[nH]c2-c2ccc(OC)cc2O)cc1	-3.0	-2	0	0.0	.	9	.	-1	-12
O=C(O)CSc1ncnc2nc[nH]c12	-0.7	-4	2	-0.1	-9	-7	-0.14	-4	-14
Cc1c(Cl)cccc1NC(=O)CN1CCC(NC(=O)C2CCCCC2)CC1	-1.8	-10	1	-0.1	-9	15	-1	5	-18
O=C1CCCN1CCCNC(=S)Nc1ccc(F)cc1	-1.6	-8	21	9.2	-4	4	-0.02	0	-2
CCCOC(=O)CSC1=C(C#N)C(c2ccc3c(c2)OCO3)CC(=O)N1 (stereo not drawn)	-1.0	-11	0	4.7	7	3	-1	2	-22
CCc1nnc(NC(=O)C=C(C)C)s1	-2.1	1	13	0.4	-1	15	0.2	6	-5
O=C(N/N=C\c1cn(-c2ccccc2)nc1-c1ccccc1)c1ccc2c(c1)OCO2	-15	-1	0	0.6	-7	12	0.098	3	-3
O=C(NC1CCCC1)C(c1ccc(Cl)cc1)N1CCN(C2CCCCC2)CC1 (stereo not drawn)	5.2	0	11	0.1	.	8	0.036	6	4
N#CC1=C(S)N(c2ccc(F)cc2)C(c2cccs2)NC1=O (stereo not drawn)	-13	-5	0	0.0	-7	-1	0.5	-8	-9
COc1ccc(/C=C/C(=O)c2ccc[nH]2)c(OC)c1OC	14	11	-7	52	3	20	-0.87	11	8
CN(CC(=O)Nc1cccc(C#N)c1)Cc1ccc(Cl)cc1	1.6	-5	28	-1.3	17	5	-0.29	-2	-1
O=C(N/N=C/c1ccccn1)c1cc(-c2ccc(Cl)cc2)nc2ccccc12	-19	-1	-5	.	.	11	7.5*	3	-74
CN(C1CCCCC1)S(=O)(=O)c1ccc(NC(=O)C2CCCCC2)cc1	2.9	-1	3	4.2	.	9	.	-23	7
Cc1ccc(OCC(=O)NC2CC(C)(C)NC(C)(C)C2)c(C)c1	1.6	5	23	1.1	5	12	-2.1	-2	1
CCC1CCCCN1C(=O)CSc1nc(N)cc(N)n1 (stereo not drawn)	0.3	3	18	5.8	-13	2	.	-5	-3
CN(C(=O)CC1C(=O)NCCN1Cc1ccoc1)C1CCOCC1 (stereo not drawn)	-1.0	-3	1	-0.8	.	9	0.38	2	17
CC(Sc1nncs1)C(=O)NCc1ccc2c(c1)OCO2 (stereo not drawn)	-0.6	2	-1	1.1	1	7	0.11	5	-8
CC(=O)Nc1ccc(C(=O)N/N=C/c2ccc(F)cc2)cc1	-2.0	-12	20	2.1	5	5	0.79	-3	2
Cc1[nH]c2ccccc2c1/C=N/Nc1ccc(F)cc1F	1.4	-6	0	-0.3	.	24	0.046	22	-31
Cc1ccc(/C(O)=C2\C(=O)C(=O)N(Cc3cccnc3)C2c2ccccc2[N+](=O)[O-])cc1 (stereo not drawn)	0.8	19	2	0.6	-4	12	-0.66	5	-15
Carrying on:
SMILES	TNF necrop inh	thrombin 1536	Hck Nef HTS	L929 necroptosis	Rad51 HR inh	FXIIa inh 1536	KCC2 mod	FXIa inh 1536	hK5 inh
Cc1cc(Nc2ccccc2)n(-c2cccc(Cl)c2)n1	-2.6	-5	2	0.1	6	13	1.1	4	-10
O=C(CNC1CCCCC1)NCC1(c2ccccc2)CCCC1	1.7	-8	25	-1.0	-4	6	0.031	-3	7
CCOc1ccc2nc(/N=C/c3c(C)[nH]n(-c4ccccc4)c3=O)sc2c1	0.5	-3	8	0.4	2	4	77*	2	-86
COc1ccc(C(C(=O)NC2CCCC2)N(C(=O)c2ccoc2C)c2ccc(C)cc2)cc1 (stereo not drawn)	-4.6	-5	2	-0.1	3	25	.	18	-18
Cc1csc(SCC(=O)NCc2cccs2)n1	1.0	-3	9	1.3	1	2	.	-5	16
Cc1cc2ccccc2c(=O)[nH]1	0.6	7	-2	2.1	-4	-9	0.63	-13	-2
O=C(NCCCN1CCCC1=O)c1cccc(N2CCCC2=O)c1	-0.8	1	22	0.8	-5	6	0.91	1	5
Cc1ccc(C2C3=C(CCCC3=O)N=C3c4ccccc4C(=O)C32)cc1 (stereo not drawn)	2.2	-9	14	-0.6	1	10	-2	7	-11
Cc1cc(NCCCn2ccnc2)n2nc(-c3ccc(F)cc3)cc2n1	0.3	4	2	0.1	2	17	.	-2	-8
Cc1cc(C(=O)N/N=C/c2ccc(-c3ccccc3Cl)o2)n[nH]1	30	-3	5	84*	4	11	-3	8	-1
Cc1ccc(Oc2nc(-c3ccccc3)ncc2S(=O)(=O)c2ccc(C)cc2)cc1	2.9	-12	1	0.5	-6	4	-1.9	-5	-15
CC(=O)c1ccc2c(c1)Cc1cc(C(C)=O)ccc1-2	1.2	-7	3	3.1	2	4	-0.053	-1	-6
CCOC(=O)Cn1c(-c2nonc2NC(=O)c2ccccc2F)nc2ccccc21	-12	-13	3	-0.7	-11	-3	0.46	-2	-23
Cc1ccc(N2CCN(C(=O)c3ccccc3NC(=O)/C=C\C(=O)O)CC2)cc1	-1.1	-1	0	0.0	-11	13	-0.8	-10	-5
COC(=O)CCC/C=C1\SC[C@@H](NC(=O)c2ccccc2)C1NC(C)=O (stereo partly drawn)	-0.1	0	-15	0.2	.	10	1.1	0	-6
O=C(O)C(O)C(O)c1nc2ccccc2[nH]1 (stereo not drawn)	-0.7	-8	-50	-0.6	0	.	-1.1	-6	-1
Cc1ccc(CNC(=O)CN(c2cccc([N+](=O)[O-])c2)S(C)(=O)=O)cc1	1.3	-2	-23	-0.1	.	3	0.017	-1	12
CCCN1C2=NS(=O)(=O)CCN2c2ccccc21	-3.2	-4	3	0.5	-5	7	.	-1	-20
O=c1[nH]c2ccccc2c(O)c1Cc1ccccc1	0.8	-4	16	-0.9	.	4	-0.32	1	-1
OCCC1CN(Cc2cccs2)CCN1Cc1ccccc1 (stereo not drawn)	-0.2	-13	17	0.0	2	10	1	-1	0
COC(=O)C1=C(C)NC(=O)NC1c1cc(Cl)ccc1OC (stereo not drawn)	-3.0	-4	3	0.0	-1	2	0.016	-6	11
CC(=O)c1cnc(Nc2nc(C)c3ccc(C)cc3n2)nc1C	-4.5	4	3	0.1	4	26	0.0094	9	-8

Retrieved by compound from the entries so far:
SMILES	TNF necrop inh	thrombin 1536	Hck Nef HTS	L929 necroptosis	Rad51 HR inh	FXIIa inh 1536	KCC2 mod	FXIa inh 1536	hK5 inh
CC(=O)c1cnc(Nc2nc(C)c3ccc(C)cc3n2)nc1C	-4.5	4	3	0.1	4	26	0.0094	9	-8
COC(=O)C1=C(C)NC(=O)NC1c1cc(Cl)ccc1OC (stereo not drawn)	-3.0	-4	3	0.0	-1	2	0.016	-6	11
Cc1cc(Nc2ccccc2)n(-c2cccc(Cl)c2)n1	-2.6	-5	2	0.1	6	13	1.1	4	-10
CC(=O)c1ccc2c(c1)Cc1cc(C(C)=O)ccc1-2	1.2	-7	3	3.1	2	4	-0.053	-1	-6

Assay outcomes deposited in PubChem BioAssay by several laboratories.
